# CHX counter: Cycloheximide Counterscreen for Small Molecule Inhibitors of Shiga Toxin. 300,000 compounds, 12% hits. AID 2314, 2010. cell reporter, cycloheximide protein synthesis inhibition counterscreen. max response, %; in the data active = max response mostly above about 13%, no sharp cut-off; inactive = mostly below about 14%; also: read at 38.3 µM for the half of the compounds with a filed dose; 0% is about no effect
# Shiga inhibitor: A qHTS for Small Molecule Inhibitors of Shiga Toxin; Vero cells, Shiga toxin protein synthesis inhibition reporter; inhibition, % at 38.7 µM; 290,000 compounds, 9.2% hits; AID 2315, 2010; in the data active = inhibition mostly above about 28%, no sharp cut-off; inactive = mostly below about 43%; also: 0% is about no effect
# FBPA Giardia inh: qHTS Assay for Inhibitors of Fructose-1,6-bisphosphate Aldolase from Giardia Lamblia; A8B2U2; purified Giardia FBPA; Potency, µM (top dose mostly 59.6 µM), without a hit: top-dose activity, negative = inhibition, actives largely listed as inhibitors; 290,000 compounds, 0.71% hits; also: potency is read from the fitted curve at half-maximal effect; % is scaled to controls: 0 for no effect and ±100 for the full control effect; nearly all actives have a fitted effect of over 55% in size
# Target sequence (A8B2U2 whole entry, looked up): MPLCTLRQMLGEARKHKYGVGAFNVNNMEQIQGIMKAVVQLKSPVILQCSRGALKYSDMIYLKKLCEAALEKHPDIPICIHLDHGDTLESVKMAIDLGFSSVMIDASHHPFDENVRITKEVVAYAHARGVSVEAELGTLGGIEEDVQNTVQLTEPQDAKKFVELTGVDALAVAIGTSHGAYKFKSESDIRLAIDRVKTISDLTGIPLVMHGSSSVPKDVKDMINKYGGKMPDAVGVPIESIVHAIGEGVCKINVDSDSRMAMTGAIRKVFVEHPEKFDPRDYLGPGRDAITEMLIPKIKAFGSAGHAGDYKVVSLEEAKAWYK
#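 40 nM FBPA preincubated 10 min at RT with compound (up to 57.5 uM final), then substrate plus GAPDH/TPI/NAD/arsenate coupling and diaphorase/resazurin added. Fluorescence read after 20 min at RT, 525/598 nm.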
# AmpC no deterg: qHTS Inhibitors of AmpC Beta-Lactamase (assay without detergent) | P00811 | AmpC nitrocefin hydrolysis, absorbance 480 nm, 0.0001% Triton | Potency, µM (highest dose often 57.1 µM), without a hit: top-dose activity change, negative = inhibition, actives largely listed as inhibitors | 330,000 compounds, 0.52% hits;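 also: potency is read from the fitted curve at half-maximal effect; plate controls were no compound for no effect and no enzyme for full effect; nearly all actives have a fitted effect of over 20% in size; some results filed as inactive show a strong effect at the top dose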
# Target sequence (P00811 whole entry, looked up): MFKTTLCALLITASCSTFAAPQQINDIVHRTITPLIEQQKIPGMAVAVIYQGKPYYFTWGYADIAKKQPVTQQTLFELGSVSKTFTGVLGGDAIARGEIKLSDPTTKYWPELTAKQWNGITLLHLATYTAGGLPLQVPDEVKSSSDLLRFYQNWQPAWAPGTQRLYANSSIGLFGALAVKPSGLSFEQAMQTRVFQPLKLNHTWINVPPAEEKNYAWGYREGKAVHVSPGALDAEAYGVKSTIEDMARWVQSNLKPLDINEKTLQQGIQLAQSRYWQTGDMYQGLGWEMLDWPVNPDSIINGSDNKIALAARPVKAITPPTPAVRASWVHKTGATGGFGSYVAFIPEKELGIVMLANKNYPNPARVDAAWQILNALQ
#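 AmpC (5.3 nM in the dispensed reagent) in 20 mM phosphate pH 7.0 with 0.01% (detergent screen) or 0.0001% Triton X-100 was preincubated with compounds for 15 min at room temperature. Nitrocefin was then added from an 800 uM solution, and hydrolysis was followed at 480 nm.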
# HCMV inh: qHTS Assay for inhibitors of the human cytomegalovirus (HCMV). HFF cells, HCMV-luciferase reporter, 72 h; stronger effect = lower value. activity change, negative = inhibition, % at 57.5 µM. 410,000 compounds, 4.5% hits. AID 1259415, 2018; in the data active = activity change below about -60%; inconclusive = no clear call, values can overlap the other calls; inactive = above about -39%; also: % is scaled to controls: 0 for no effect and ±100 for the full control effect
#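 After 16 h attachment at 37C, HFF cells received test compound and HCMV-luciferase (1 PFU/cell); reporter luminescence read 72 h later, data normalized against buffer-only and known inhibitor Salinomycin.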
# AmpC detergent: qHTS Inhibitors of AmpC Beta-Lactamase (assay with detergent); Potency, µM (titrated, usually from 114 µM), inactives show at the top dose activity change, negative = inhibition, usual class: inhibitors; 370,000 compounds, 0.041% hits; AmpC hydrolysis of nitrocefin, absorbance 480 nm, 0.01% Triton; P00811;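 also: potency is read from the fitted curve at half-maximal effect; 0% = no-compound wells and -100% = no-enzyme wells; nearly all actives have a fitted effect of over 25% in size; some results filed as inactive show a strong effect at the top dose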
#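 20 mM phosphate pH 7.0 + 0.01% (detergent screen) or 0.0001% Triton X-100; 5.3 nM AmpC reagent; cpd preinc 15 min RT; nitrocefin (800 uM stock) to start; A480 q20 s × 4 min; Activity was normalised to no-enzyme and no-compound control wells.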
# AMA1-RON2 inh: qHTS for Inhibitors of AMA1-RON; Towards Development of Antimalarial Drug Lead: Primary Screen | Plasmodium falciparum AMA1 (3D7) - RON2 peptide interaction | AlphaScreen AMA1-biotinylated RON2 peptide binding | Potency, µM (doses to about 58.2 µM), for the others: top-dose activity change, negative = inhibition, hits mostly inhibitors | 360,000 compounds, 0.2% hits;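 also: potency is read from the fitted curve at half-maximal effect; 0% = vehicle wells and -100% = peptide control; nearly all actives have a fitted effect of over 45% in size; some results filed as inactive show a strong effect at the top dose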
#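 AMA1 (3D7) with his tag at 25 nM final met compounds first, then biotinylated RON2 peptide at 25 nM; detection used donor plus acceptor beads, 10 µg/mL apiece, read by AlphaScreen after 30 min at room temperature.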
# * = called active by the depositor; u = inconclusive; x = not tested or not shown; & = joins results of further samples; [ ] = another dose, or the depositor's remark. Unless noted, calls follow the shape of the dose curve; as a rule, active = well fitted curve in the direction sought with a large enough effect; inconclusive = small, poorly fitted or top-dose-only effect, or another doubt; inactive = no such curve, though single readings can be large; an effect the other way counts as inactive or inconclusive.
SMILES,CHX counter,Shiga inhibitor,FBPA Giardia inh,AmpC no deterg,HCMV inh,AmpC detergent,AMA1-RON2 inh
CCOc1nc(SCCOc2ccc(C)cc2)nc(N(C)C)n1,-2,14,2%,11%,-10,5%,35%[activator]
CN1CCN(c2nc3c(c(=O)n(C)c(=O)n3C)n2Cc2ccccc2Cl)CC1,-1,-11,4%,-3%,-6,2%,-2%
O=C(Nc1cc(F)ccc1F)N1CCN(c2ccnc3cc(Cl)ccc23)CC1,1,15,0%,-3%,-83*,0%,-3%
COC(=O)CCCn1nc(NC(=O)c2ccco2)cc1C,12,29,5%,-1%,u,-14%,-7%
Cc1nc(SCC(=O)OCc2ccccc2)c2c(=O)n(C)c(=O)n(C)c2n1,-2,-1,10%,-1%,0,-10%,0%
O=C(C(=O)N1CCc2ccccc2C1)c1c[nH]c2ccccc12,11,25,1%,-13%,53,1%,-2%
CC(=O)Nc1nonc1-c1nc2ccccc2n1Cc1nnc(C)o1,-2,2,-2%,-24%,26,u,-1%
CCOc1cnc(-c2c(-c3ccccc3Cl)noc2C)o1,-1,-8,0%,0%,-20,u,-26%
Cc1ccccc1NS(=O)(=O)c1ccc(C(=O)N2CCC2)cc1,x,x,x,1%,-12,0%,-6%
CCC(=O)Nc1cc2c(cc1C(=O)CC)OCCO2,-2,-1,-1%,-1%,28,-6%,20%
CCN(CC)CCCNC(=O)c1nn(-c2ccccc2OC)c(=O)c2ccccc12,-2,19,4%,-28%,2,-1%,-2%
Cc1cccc(Nc2nc3ccccc3s2)c1C,49*,100*,-4%,-53%,-10,-6%,-20%
COc1ccccc1C(=O)N1CCN(Cc2cn[nH]c2-c2ccc(F)cc2F)CC1,1,-14,2%,54%,3,-5%,-3%
CC(C)C(NC(=O)c1c(F)cccc1F)C(=O)NCCc1ccc(S(N)(=O)=O)cc1 (stereo not given),-5,-5,9%,-13%,11,u,9%
NS(=O)(=O)c1ccc(CCNC(=O)CCCn2c(=O)[nH]c3ccc(Br)cc3c2=O)cc1,-3,-14,1%,-18%,-29,u,-7%
Cc1ccc(-c2nnc(SCC(=O)NNC(=O)COc3cccc(C)c3)n2C)cc1,1,18,1%,3%,10,-3%,48%[activator]
O=C(C1CCCCC1)N1CCCC(c2nc3c(nnn3Cc3ccccc3)c(=O)[nH]2)C1 (stereo not given),-2,-20,1%,23%,0,u,-1%
CC1CCCN(c2ncnc3c2cnn3-c2ccc(Cl)cc2)C1 (stereo not given),62*,60*,-1%,-9%,-98*,11%,-1%
COCCCNC(=O)Cn1nc(-c2ccc(C)cc2)ccc1=O,-3,-10,8%,-4%,7,0%,1%
CN(C)c1ccc(-c2nnc(-c3ccccc3F)o2)cc1,28*,59*,16%,71%[activator],86,-21%,27%
COc1ccc(-c2nc3ccc(C(=O)NCC(OC)OC)cc3nc2-c2ccc(OC)c(OC)c2)cc1OC,1,-4,0%,165%[activator],37,-1%,-1%
C/C=C/C(=O)OCC(=O)Nc1cccc(Br)c1,8,61,1%,-23%,30,6%,6%
COc1ccc(-c2nc3ncnn3cc2C)cc1F,4,-2,8%,1%,15,9%,3%
Cc1cc(/C=C2/SC(=O)N(CC(=O)N3CCOCC3)C2=O)c(C)n1-c1ccccc1F,22*,47*,-26%,7%,49,-13%,-3%
CCc1ccc(OCC2c3cc(OC)c(OC)cc3CCN2C(=S)NC)cc1 (stereo not given),-2,-5,-11%,82%[activator],223,-7%,-26%

# Taken from above.
# Under CHX counter, Cc1cccc(Nc2nc3ccccc3s2)c1C is entered as 49*
# Under AMA1-RON2 inh, CCOc1cnc(-c2c(-c3ccccc3Cl)noc2C)o1 is entered as -26%
# Under AmpC detergent, CCN(CC)CCCNC(=O)c1nn(-c2ccccc2OC)c(=O)c2ccccc12 is entered as -1%
# Under Shiga inhibitor, Cc1ccc(-c2nnc(SCC(=O)NNC(=O)COc3cccc(C)c3)n2C)cc1 is entered as 18
# Under CHX counter, CC(=O)Nc1nonc1-c1nc2ccccc2n1Cc1nnc(C)o1 is entered as -2
# Under Shiga inhibitor, COC(=O)CCCn1nc(NC(=O)c2ccco2)cc1C is entered as 29

# (next part)
SMILES,CHX counter,Shiga inhibitor,FBPA Giardia inh,AmpC no deterg,HCMV inh,AmpC detergent,AMA1-RON2 inh
CSCCC(NC(=O)c1ccc(Cl)cc1)C(=O)OCC(=O)N1CCCC1=O (stereo not given),x,x,x,u,-5,u,-7%
CCOc1ccc(CC(=O)N2CCN(c3ccc(N4CCOCC4)nn3)CC2)cc1OCC,-1,-3,-12%,30%,80,-11%,0%
COc1cccc(N2CCN(Cc3nc(N)nc(Nc4ccccc4OC)n3)CC2)c1,0,-3,-29%,18%,10,-10%,9%
Cc1c(NC(=O)C(C)SC(=S)N2CCCC2)c(=O)n(-c2ccccc2)n1C (stereo not given),x,x,x,-5%,-29,4%,-5%
Cc1cccc(NC(=O)C2CCN(C(=O)c3ccc(Cl)cc3)CC2)n1,x,x,x,-14%,-24,-10%,0%
COc1cccc(CN2CC(C(=O)N3CCCC3)CCC2=O)c1 (stereo not given),11,-9,x,-3%,-3,-10%,-9%
CC1(C)CC2CC(C)(CN2C(=O)COC(=O)CNC(=O)c2ccc(Cl)c(Cl)c2)C1 (stereo not given),-5,-9,11%,112%[activator],0,-10%,-13%
Cc1ccc(NC(=S)N(CCN(C)C)C(C)c2ccco2)cc1C (stereo not given),8,22,3%,-1%,u,2%,-1%
Cc1ccc(C2(C(F)(F)F)N=C3Sc4cc(C)ccc4N3C(=O)N2)cc1 (stereo not given),7,-2,13%,-16%,u,3%,x
CNc1cc2c(Nc3cccc(Br)c3)ncnc2cn1,-3,-4,u,x,x,x,x
CC(=O)c1c(C)[nH]c(C(=O)COC(=O)CCSc2ccccc2)c1C,-2,-6,-7%,-18%,11,u,-8%
COc1cc2c(cc1NC(=O)CN1C(=O)NC3(CCc4ccccc43)C1=O)oc1ccccc12 (stereo not given),-2,-17,-8%,29%,-33,-12%,0%
COc1cccc(C(=O)Oc2ccc(N3C(=O)CCC3=O)c(C)c2)c1,9,7,-5%,4%,-12,u,-2%
Cc1nc2cc(NC(=O)c3ccc(Cl)cc3)ccc2n1C,26*,x,-3%,-1%,-29,-5%,5%
CCn1cc(/C=N/NC(=O)c2ccc(C#N)cc2F)c2ccccc21,-2,-13,16µM*,-31%,-17,-1%,11%
Cc1cccc(C(=O)N=C2SC3CS(=O)(=O)CC3N2c2ccccc2)c1 (stereo not given),x,x,x,-3%,-17,u,5%
CCOC(=O)c1cc2sccc2n1CC(=O)C(C)(C)C,2,-11,0%,-15%,-39,2%,-3%
Cc1cc(-c2nnc(SCC(=O)Nc3ccc(Br)cc3F)n2N)n[nH]1,9,-2,x,-7%,-21,0%,17%
Cc1nnc2ccc(-c3cccc(NS(=O)(=O)c4ccccc4Cl)c3)nn12,x,x,x,-4%,-5,8%,-8%
N#CC(C#N)=C(N)c1cccnc1,-2,31,2%,-16%,-21,6%,-20%
O=C(O)Cn1nc(-c2ccc(F)cc2)oc1=O,-2,-18,-3%,-16%,8,u,2%
OC(CN1CCN(c2ncc(C(F)(F)F)cc2Cl)CC1)c1ccccc1 (stereo not given),-1,-7,-7%,47%,u,-3%,-4%
O=C(CSc1nnc(CNC(=O)c2c(F)cccc2Cl)o1)NCCc1ccccc1,-2,-5,x,-18%,-20,-7%,11%
Cc1cc(SCc2ccc(Br)cc2)nc(=O)[nH]1,40*,19,11%,-11%,24,0%,16%
Cc1nc(Nc2ccccc2)sc1C,46*,71*,-3%,-26%,-32,2%,10%

# (further entries)
SMILES,CHX counter,Shiga inhibitor,FBPA Giardia inh,AmpC no deterg,HCMV inh,AmpC detergent,AMA1-RON2 inh
CCOc1ccc(NS(=O)(=O)c2ccc(NC(=O)C3CCCO3)cc2)cc1 (stereo not given),23,-21,6%,-19%,3,-1%,3%
Cc1[nH]n(S(=O)(=O)Cc2ccccc2)c(=O)c1N=Nc1ccccc1Cl,-4,-3,17%,-12%,-21,11%,-20%
Cn1nc(C(=O)Nc2ccc(-n3cnnn3)cc2)c2ccccc2c1=O,x,x,x,-22%,158,x,0%
CC(C)c1ccc(N(C(=O)c2cc3ccccc3oc2=O)C2C=CS(=O)(=O)C2)cc1 (stereo not given),-1,-14,-5%,-12%,-26,-8%,-5%[2.32 µM]
CCN1C(=NCc2ccco2)N[C@@H](c2cccc(C(F)(F)F)c2)C(C(=O)OC)=C1C,-1,-3,16%,18%&-5%,-11,u,-1%
COc1cc(OC)c2ccc(=O)oc2c1C(CCN1CCCC1)c1ccc2c(c1)OCO2 (stereo not given),-7&-8,-12&-3,0%&-8%,41%,31,9%,-11%

# 5 neighbouring records from above:
SMILES,CHX counter,Shiga inhibitor,FBPA Giardia inh,AmpC no deterg,HCMV inh,AmpC detergent,AMA1-RON2 inh
Cc1cc(SCc2ccc(Br)cc2)nc(=O)[nH]1,40*,19,11%,-11%,24,0%,16%
Cc1nc(Nc2ccccc2)sc1C,46*,71*,-3%,-26%,-32,2%,10%
CCOc1ccc(NS(=O)(=O)c2ccc(NC(=O)C3CCCO3)cc2)cc1 (stereo not given),23,-21,6%,-19%,3,-1%,3%
Cc1[nH]n(S(=O)(=O)Cc2ccccc2)c(=O)c1N=Nc1ccccc1Cl,-4,-3,17%,-12%,-21,11%,-20%
Cn1nc(C(=O)Nc2ccc(-n3cnnn3)cc2)c2ccccc2c1=O,x,x,x,-22%,158,x,0%

# Profiles as entered above. Screens in order: CHX counter | Shiga inhibitor | FBPA Giardia inh | AmpC no deterg | HCMV inh | AmpC detergent | AMA1-RON2 inh
# COc1cccc(N2CCN(Cc3nc(N)nc(Nc4ccccc4OC)n3)CC2)c1 as listed: 0 | -3 | -29% | 18% | 10 | -10% | 9%
# COC(=O)CCCn1nc(NC(=O)c2ccco2)cc1C as listed: 12 | 29 | 5% | -1% | u | -14% | -7%

# Bioassay records (PubChem)
